Compound activity as filed in PubChem.
Mm-Cpn inhibitor – inhibitors of Methanococcus maripaludis chaperonin (MmCpn) | Potency, µM (top dose mostly 76.9 µM), without a hit: top-dose activity, negative = inhibition, hits mostly inhibitors | 0.031% of 330,000 active | purified Mm-Cpn ATPase, ADP Transcreener TR-FRET; note: potency is the fitted concentration of half-maximal effect; % is set by controls: 0 for no effect and ±100 for the full control effect; nearly all actives have a fitted effect of over 80% in size
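Purified archaeal chaperonin (25 nM final) was preincubated with compound for 10 min at 37°C, then ATP (10 uM final) was added for 30 min at 37°C in Tris pH 7.4/KCl/MgCl2/DTT buffer. ADP was quantified by HTRF Transcreener TR-FRET.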
Abeta yeast res – compounds reversing amyloid beta toxicity in yeast | yeast expressing A-beta42, growth rescue, OD600, 48 h; response scale: 0% DMSO, 100% iron-clioquinol control | Potency, µM (doses to about 46.1 µM), without a hit: at the highest dose growth rescue, actives largely listed as activators | 0.063% of 410,000 active | AID 1347071; note: potency is the fitted concentration of half-maximal effect; nearly all actives have a fitted effect of over 55% in size
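Growth rescue measured by 600 nm absorbance after 48 h yeast culture at 30 C with compound. Values normalized between DMSO and an equimolar ferric chloride plus clioquinol control.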
GLP1R cytotox – cytotoxic in the GLP-1 receptor inverse agonist counter-screen; HEK293 cAMP-luciferase reporter cells, luminescence, 24 h; Potency, µM (titrated, usually from 38.3 µM), without a hit: at the top dose activity change, negative = inhibition, most hits filed as inhibitors; 0.13% of 410,000 active; AID 624418;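 note: loss of luciferase light is scored as toxicity; potency is the fitted concentration of half-maximal effect; % is set by controls: 0 for no effect and ±100 for the full control effect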
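Seeding density was 200 cells/uL; after overnight-length (12 h) culture, 23 nL compounds went on for 24 h at 37 °C. Readout used a luciferase detection reagent, luminescence taken after 12 min at room temperature.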
PTHR1 ag – PTHR1 (human) receptor agonism. 0.075% of 410,000 active. Potency, µM (series often up to 115 µM), without a hit: at the highest dose activation, most hits filed as activators. HEK293 GP2 PTHR1 cells, GloSensor cAMP luminescence, 1 h; note: potency is the fitted concentration of half-maximal effect; nearly all actives have a fitted effect of over 55% in size; some results filed as inactive show a strong effect at the top dose; inactives centre near -15; many of its hits are not listed in these tables
Target sequence (Q03431 whole entry, looked up): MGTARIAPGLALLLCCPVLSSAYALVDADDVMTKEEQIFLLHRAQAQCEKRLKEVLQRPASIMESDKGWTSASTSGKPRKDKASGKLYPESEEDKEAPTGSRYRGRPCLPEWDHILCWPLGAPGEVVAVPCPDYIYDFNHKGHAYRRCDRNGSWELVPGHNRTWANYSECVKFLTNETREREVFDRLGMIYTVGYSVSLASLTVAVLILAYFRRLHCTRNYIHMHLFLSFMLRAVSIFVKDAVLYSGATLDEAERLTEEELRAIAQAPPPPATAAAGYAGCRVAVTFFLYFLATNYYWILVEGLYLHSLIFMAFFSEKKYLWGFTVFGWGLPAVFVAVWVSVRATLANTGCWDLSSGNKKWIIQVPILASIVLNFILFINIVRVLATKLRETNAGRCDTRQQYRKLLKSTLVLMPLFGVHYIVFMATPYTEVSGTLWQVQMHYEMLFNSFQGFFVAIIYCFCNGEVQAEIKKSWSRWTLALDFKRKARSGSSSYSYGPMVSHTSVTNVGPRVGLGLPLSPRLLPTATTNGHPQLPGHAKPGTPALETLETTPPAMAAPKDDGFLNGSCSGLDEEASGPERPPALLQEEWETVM
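HEK-293-derived GP2 cells expressing PTHR1 and a GloSensor cAMP reporter, 3,000/well, plated overnight, given luciferin plus IBMX (each 0.5 mM as added) for 1 h at 37 °C, then compound for 1 h at 37 °C. Luminescence was read after 15 min at room temperature.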
Akt phos inh – inhibitors of Akt phosphorylation. Neuro2A IGF-stimulated pAkt S473 HTRF, 20 min; stronger effect = lower value. activity change, % for hits at 50 µM. 0.32% of 360,000 active; in the data active = activity change below about -80%; inconclusive = mostly about -51% to -80%; note: % is set by controls: 0 for no effect and ±100 for the full control effect
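Neuro2A cells (4,500/well, DMEM with 0.5% FBS) were treated with compound at a single 50 µM final concentration, stimulated with 6 nM IGF for 20 min at 37 °C, and lysed. Phospho-Akt Ser473 was read by HTRF as 665/615 ratio ×10^4.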
TDP43 rescue – rescues yeast growth from TDP-43 toxicity | TDP-43 expressing yeast growth rescue, BacTiter-Glo, 24 h | Potency, µM (top dose mostly 46.1 µM), for inactives: top-dose growth rescue (activation), usual class: activators | 1.8% of 410,000 active; note: potency is the fitted concentration of half-maximal effect; % of control where 0% means no effect; nearly all actives have a fitted effect of over 50% in size
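Luminescence from BacTiter-Glo reports growth of TDP-43-expressing yeast after 24 hr at 30 deg C with compound. Cells were raffinose-pregrown to mid-log, then seeded in galactose medium at OD600=0.02.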
FUS yeast rescue – suppressors of FUS proteinopathy in yeast. Potency, µM (top dose mostly 76.6 µM), without a hit: top-dose growth rescue (activation), usual class: activators. AID 1347120. 0.24% of 390,000 active. S. cerevisiae FUS-expressing, growth rescue, OD600, 24 h;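 note: potency is the fitted concentration of half-maximal effect; plate controls were DMSO vehicle for no effect and reference control for full effect; nearly all actives have a fitted effect of over 55% in size; some results filed as inactive show a strong effect at the top dose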
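Yeast expressing FUS under galactose induction, OD 0.005 in 2% galactose medium; compounds in a dilution series, 24 h at 30C. Growth rescue by absorbance at 600 nm; CP55940 positive control, DMSO negative.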
GLP1R inv ag – inverse agonists of human GLP-1 receptor; 1.6% of 410,000 active; HEK293 GLP-1R CRE-luciferase, luminescence, 24 h; GLP-1R form is constitutively active; P43220; Potency, µM (series often up to 38.3 µM), inactives show at the top dose activity change, negative = inhibition, actives largely listed as inhibitors; note: potency is the fitted concentration of half-maximal effect; % is set by controls: 0 for no effect and ±100 for the full control effect; nearly all actives have a fitted effect of over 55% in size
Target sequence (P43220 whole entry, looked up): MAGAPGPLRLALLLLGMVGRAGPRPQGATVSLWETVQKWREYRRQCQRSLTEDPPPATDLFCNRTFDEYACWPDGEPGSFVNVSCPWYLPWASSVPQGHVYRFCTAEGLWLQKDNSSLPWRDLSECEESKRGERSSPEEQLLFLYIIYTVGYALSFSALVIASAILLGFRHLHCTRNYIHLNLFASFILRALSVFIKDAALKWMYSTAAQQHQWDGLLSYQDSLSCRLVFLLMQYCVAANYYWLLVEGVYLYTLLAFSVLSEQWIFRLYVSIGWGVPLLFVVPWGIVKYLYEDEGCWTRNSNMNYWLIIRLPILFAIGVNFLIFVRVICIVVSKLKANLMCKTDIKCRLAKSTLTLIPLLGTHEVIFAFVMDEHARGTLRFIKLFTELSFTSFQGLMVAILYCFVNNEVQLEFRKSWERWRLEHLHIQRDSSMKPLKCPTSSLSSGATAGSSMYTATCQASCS
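Stable HEK293 clone (constitutively active GLP-1R + cAMP-response luciferase); 200 cells/uL plated, 12 h pre-culture, compound 24 hr, 37 deg C/5% CO2; detection reagent 12 min RT; luminescence.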
aSyn yeast inh – rescues yeast growth from alpha-synuclein toxicity | Yeast expressing alpha-synuclein, growth rescue, BacTiter-Glo, 24 h | Potency, µM (doses to about 46.1 µM), without a hit: top-dose growth rescue (activation), actives largely listed as activators | 0.14% of 370,000 active | AID 652106; note: potency is the fitted concentration of half-maximal effect; % of control where 0% means no effect; nearly all actives have a fitted effect of over 65% in size
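Readout is rescue of growth in alpha-synuclein-expressing yeast, so inhibitors of toxicity appear as activators. Growth after 24 hr at 30 deg C in galactose medium is quantified by luminescence.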
* = called active by the depositor; i = inactive; u = inconclusive; x = no result given; & = joins results of further samples; [ ] = another dose, or the depositor's remark. Unless noted, calls come from the whole dose curve; as a rule, active = well fitted curve in the direction sought with a large enough effect; inconclusive = small, poorly fitted or top-dose-only effect, or another doubt; inactive = no such curve, though single readings can be large; an effect the other way counts as inactive or inconclusive.

Sequence of screens – Mm-Cpn inhibitor	Abeta yeast res	GLP1R cytotox	PTHR1 ag	Akt phos inh	TDP43 rescue	FUS yeast rescue	GLP1R inv ag	aSyn yeast inh
> COc1ccc(CCN2Cc3c(cccc3[N+](=O)[O-])C2=O)cc1OC
  1%	-5%	-17%	-6%	i	1%	8%	0%	-3%
> Cc1sc2ncn(CC(=O)NCC(=O)N(C)Cc3ccccc3)c(=O)c2c1C
  -1%	0%	-5%	-8%[57.5 µM]	i	-21%	6%	0%	5%
> CCN1CCN(C(=O)/C=C/c2ccc([N+](=O)[O-])cc2)CC1
  5%	-1%	8%	-5%	i	-5%	-9%	-23%	-4%
> O=C(CSc1ccccc1)Nc1cc(S(=O)(=O)N2CCOCC2)ccc1N1CCOCC1
  1%	11%	-18%	i	i	5%	18%	10%	-2%
> CCc1noc(C)c1C(=O)N1CCN(S(=O)(=O)c2ccc(C(C)C)cc2)CC1
  1%	-7%	3%	-4%	i	3%	23%	u	0%
> COc1ccc(NC(=O)Nc2ccc3c(c2)C(=O)N([C@H](C)CO)C[C@H](C)[C@@H](CN(C)C(=O)NC(C)C)O3)cc1
  1%	1%	u	-11%	i	2%	4%	16%	1%
> CCN(C(=O)COC(=O)c1c(-c2ccccc2)noc1C)C1CCS(=O)(=O)C1 (stereo unspecified)
  2%	11%	22%	-1%[57.5 µM]	i	4%	-7%	6%	3%
> O=S(=O)(NC1CCCCC1)c1ccc(Br)cc1
  -3%	-31%[inhibitor]	-1%	-9%	i	u	-7%	u	10%
> O=C(NCc1ccc(-c2nc3ccccc3s2)cc1)c1ccco1
  -9%	-6%	-8%	i	i	18%	x	1%	-4%
> CC(NC(=O)c1ccc(C(=O)c2ccccc2)cc1)c1ccc(S(N)(=O)=O)cc1 (stereo unspecified)
  0%	-3%	3%	i	i	-32%[inhibitor]	50%	-26%	-7%
> CCn1c(=O)c(C(=O)NCCCc2ccccc2)c(O)c2ccccc21
  -3%	-27%	-1%	-25%	i	5%	3%	-23%	5%
> O=C(CNC(=O)c1ccco1)OCC(=O)c1ccc(Cl)cc1Cl
  2%	20%	-11%	i	i	25%	18%	6%	5%
> CCOC(=O)C1=C(CNCc2ccc(F)cc2)NC(=O)NC1c1cccc([N+](=O)[O-])c1 (stereo unspecified)
  1%	8%	-25%	-6%	i	-24%	25%	-20%	5%
> Cc1cccc(C)c1Nc1c(-c2ccccc2O)nc2ncccn12
  2%	27%&-12%	-10%&10%	-12%&-5%	i	-22%&22%	u	0%&-4%	8%
> NC(c1csc(Nc2cc(NCc3ccco3)ncn2)n1)c1ccccc1Cl (stereo unspecified)
  x	-23%	1%	u	i	5%	u	-8%	-1%
> COC(=O)C1C(=O)C2=C(CC1C)NC(C)=C(C(=O)OCc1ccc(OC)cc1)C2c1ccc(C)o1 (stereo unspecified)
  0%	4%	10%	u	i	1%	u	-35%	1%
> COC(=O)c1cccc(S(=O)(=O)N2CCCCC2)c1
  1%	0%	2%	i	i	6%	30%	-18%	-15%
> Cc1nc(C)c(C(=O)NCCC(c2ccccc2)c2ccccc2)o1
  2%	14%	3%	-31%[inhibitor]	i	u	22%	u	11%
> COc1cc(C2c3c(c(C)c(C)oc3=O)Oc3c(C)c(C)oc(=O)c32)ccc1OS(=O)(=O)c1ccc(C)cc1
  -1%	2%	7%	-22%	i	5%	18%	2%	6%
> Cc1nn(CC(=O)Nc2ccc3nc4n(c(=O)c3c2)CCCC4)c(C)c1[N+](=O)[O-]
  1%	x	-14%	i	i	8%	5%	7%	6%

Next section (two carried over from the part before).
Sequence of screens – Mm-Cpn inhibitor	Abeta yeast res	GLP1R cytotox	PTHR1 ag	Akt phos inh	TDP43 rescue	FUS yeast rescue	GLP1R inv ag	aSyn yeast inh
> COc1cc(C2c3c(c(C)c(C)oc3=O)Oc3c(C)c(C)oc(=O)c32)ccc1OS(=O)(=O)c1ccc(C)cc1
  -1%	2%	7%	-22%	i	5%	18%	2%	6%
> Cc1nn(CC(=O)Nc2ccc3nc4n(c(=O)c3c2)CCCC4)c(C)c1[N+](=O)[O-]
  1%	x	-14%	i	i	8%	5%	7%	6%
> CC(=O)c1ccc(Nc2nc(C(N)c3ccccc3)cs2)cc1 (stereo unspecified)
  x	-6%	1%	-30%[inhibitor]	i	u	5%	20%	0%
> CN(C)c1ccc(NC(=O)COC(=O)CCC(=O)c2ccc(F)cc2)cc1
  -3%	6%	2%	u	i	-15%	16%	11%	-14%
> COc1ccc2c(c1)OC[C@H]1[C@@H]2N2C(=O)CNC(=O)[C@@]2(C)[C@H]1c1ccccc1
  -5%	-1%	u	-4%	i	-12%	-4%	-12%	-3%
> O=C(NCCN1CCCCC1)Nc1cccc(Cl)c1Cl
  0%	-1%	33%[activator]	13%	i	-1%	-2%	u	2%
> CCn1c(=O)cc(SCC(=O)NCc2cccc(Cl)c2)c2ccccc21
  x	-2%	u	-52%	x	16%	26%	u	x
> O=C(Cc1c(Cl)cccc1Cl)OCc1ccccn1
  0%	-5%	17%	13%	i	-15%	6%	u	7%
> COc1ccc(OCc2cc(C(=O)N3CCN(CC4CC4)CC3)no2)c(Cl)c1
  -3%	-6%	-3%	-27%	i	-6%	10%	u	-2%
> CCCN1C(=O)c2cc(C(=O)Nc3ccc(OC)cc3OC)ccc2C1Nc1ccc(OC)cc1OC (stereo unspecified)
  4%	2%	-15%	-5%	i	-4%[0.397 µM]	20%	u	4%
> CC1Cc2ccccc2N1C(=O)c1cc2cccnc2n(C)c1=O (stereo unspecified)
  0%	8%	4%	-30%[inhibitor]	i	18%	-2%	13%	20%
> COc1cccc(NC(=O)CNC(=O)[C@@H]2Cc3ccccc3CN2C(=O)OC(C)(C)C)c1
  0%	3%	7%	5%	i	-21%	13%	u	1%
> COc1ccc(NS(=O)(=O)c2cccc(C(=O)N(C)Cc3ccc(SC)cc3)c2)cc1
  2%	-1%	-1%	-26%	i	-30%	42%	u	9%
> Cc1ccc(-c2nnc(Nc3cccc(Br)c3)c3ccccc23)cc1S(=O)(=O)NCC1CCCO1 (stereo unspecified)
  x	-8%	-7%	i	x	0%	u	-22%	x
> CC(=O)c1cccc(NC(=O)COC(=O)CC2CC3CCC2C3)c1 (stereo unspecified)
  0%	6%	-1%	-2%	i	-16%	x	-8%	6%
> Cc1cccc(NC(=S)NC(=O)C(c2ccccc2)c2ccccc2)n1
  x	4%	-22%	i	i	7%	0%	-2%	-3%
> CCOc1cccc(N2C(=O)CC(NCc3ccc(S(N)(=O)=O)cc3)C2=O)c1 (stereo unspecified)
  0%	-4%	-8%	i	i	1%	-17%	1%	11%
> N#C/C(=C(/O)CSc1n[nH]c(N)n1)c1nc2ccccc2[nH]1
  0%	-1%	-4%	-23%	i	0%	15%	21%	0%
> C=CCN(c1ccc(C(=O)NCCCn2ccnc2)cc1)S(C)(=O)=O
  1%	10%	-7%	i	i	-8%	-4%	-9%	2%
> CN(C)CCNC(=O)c1ccc(Cn2c(SCc3ccc(F)cc3)nc3cccnc32)cc1
  x	-25%	-11%	i	x	-43%[inhibitor]	7%	-21%	x
> COc1ccc(C(=O)CC(=O)C(=O)Nc2cc(OC)c(OC)c(OC)c2)cc1
  -1%	-34%[inhibitor]	-1%	-17%	i	-10%	12%	-14%	-13%
> O=C(c1cc2ccccc2o1)N1CCN=C1SCc1cccnc1
  1%	-7%	-10%	i	i	14%	4%	-2%	1%
> COc1ccc(-c2noc(CCC(=O)NCCCN3CCC(C)CC3)n2)cc1
  3%	8%	-7%	-18%	i	8%	-7%	u	-1%
> CC(C)(NC(=O)c1cc(Cl)c2ccccc2c1O)C(=O)O
  -7%	-3%	14%	i	i	22%	-10%	-16%	6%
> O=C(NN=Cc1ccccc1Cl)c1ccc(-n2cnnn2)cc1
  1%	-2%	2%	-5%	i	-10%	-7%	-30%	-5%
> O=C(c1ccccc1)[C@H]1CC=CC[C@H]1C(=O)O
  -1%	u	-17%	i	i	13%	-18%	-1%	-4%
> Cc1ccc(NC(=O)CN(C)C(=O)CSc2nnc(N)s2)cc1
  -2%	-1%	-8%	-3%	i	1%	20%	12%	-2%[1.84 µM]
> COc1ccccc1OCCOc1ccc(C(=O)c2ccccc2)cc1
  -1%	1%	-10%	-24%	i	7%	x	8.9µM*	-6%
> Cc1ccc(CS(=O)Cc2ccc(C(=O)N3CCN(c4ccc(F)cc4)CC3)o2)cc1 (stereo unspecified)
  0%	-1%	-20%	-22%	i	4%	18%	u	-4%
> Cc1ccc(N2C(=O)CC(n3nc(C)cc3C)C2=O)cc1 (stereo unspecified)
  0%	10%	10%	i	i	-16%	23%	-1%	0%
> Cc1ccnn1CC(=O)N/N=C/c1cn[nH]c1-c1ccc(F)cc1
  1%	-9%	u	6%	i	-1%	30%	14%	11%
> CN(C)CCCN(Cc1cc2cc3c(cc2[nH]c1=O)OCCO3)C(=O)NC1CCCCC1
  0%	-9%	3%	12%	i	0%	-18%	-35%	1%
> Cc1ccc(NC(=O)Cc2nc(COC(=O)C(C)NS(=O)(=O)c3ccc(C)cc3)cs2)cc1 (stereo unspecified)
  -12%	-15%	2%	i	i	-19%	u	3%	-2%
> CCCC(=O)NNC(=O)c1c(O)c2ccccc2[nH]c1=O
  u	-16%	2%	-42%[inhibitor]	i	-41%[inhibitor]	-12%	8%	-2%
> COc1cc([N+](=O)[O-])ccc1NC(=O)CCCOc1cccc(C)c1C
  x	18%	15%	-1%	i	-2%	11%	-18%	6%
> Cc1cccc(OCC(=O)N2CCN(C(=O)CCC3CCCC3)CC2)c1
  -1%	28%	-9%	-6%[57.5 µM]	x	24%	27%	u	0%

This is a subset (hit frequency here may not be typical).
